EphA4 KYL inhibition – inhibitors of EphA4 binding to KYL peptide, primary screen, biochemical, colorimetric, mouse EphA4 (AID 689). actives 0.1% (n = 62,000). EphA4-AP binding to KYL peptide, pNPP A405; higher % means a stronger effect. inhibition, % at 10 µM, or IC50 in µM where a hit was titrated. Ephrin type-A receptor 4 (Mus musculus); in the data active means a potency from the dose series; inactive means the rest, 99 in 100 with inhibition below about 22%
* hit, by the source's call. The list is partial. The share of hits here may be higher or lower than overall.

| molecule | EphA4 KYL inhibition |
| --- | --- |
| Cc1cccc(C(=O)N/N=C/c2ccc(OCC(=O)N3CCCCC3)cc2)c1 | -2% |
| O=C(/C=C/c1cccs1)c1ccc(Br)cc1 | -14% |
| Cc1ccc(NC(=O)CSc2ccc(Cl)cc2Cl)cc1 | 0% |
| Cc1cccc(C)c1-n1c(SCC(=O)NCc2ccco2)nc2ccccc2c1=O | -14% |
| CCOC(=O)C1=C(C)NC(=O)NC1c1c(O)ccc2ccccc12 (stereo not drawn) | 0% |
| CCOC(=O)N1CCC(NC(=O)CN2C(=O)COc3ccc(C(C)(C)C)cc32)CC1 | -5% |
| NC(=S)NNC(=O)c1ccccc1 | -24% |
| COc1ccc(C(=O)Nc2ccc(N3CCCC3)cc2)cc1 | 8% |
| Oc1c(C(c2cccs2)N2CCN(c3ccc(F)cc3)CC2)sc2ncnn12 (stereo not drawn) | -6% |
| O=C(Nc1ccc(Cl)c(C(F)(F)F)c1)c1ccc(Cl)c([N+](=O)[O-])c1 | 2% |
| Nc1[nH]n2c(=O)c3c(nc2c1N=Nc1ccccc1)CCCC3 | -8% |
| O=S(=O)(c1ccc(Br)cc1)N1CCn2c(nc3ccccc32)C1 | 0% |
| O=C1NC(=O)C(=Cc2ccc(OCc3cccc4ccccc34)cc2)C(=O)N1 | -10% |
| CC1(C)CC(NC(=O)C(=O)Nc2ccccc2)CC(C)(C)N1 | -9% |
| CCC(=O)Nc1cccc(C(=O)OCC(=O)c2ccccc2Cl)c1 | -13% |
| O=C(CN1CC(=O)Oc2ccccc21)OCC(=O)c1ccccc1 | 13% |
| CCCC1S/C(=N/N=C/c2cccs2)NC1=O (stereo not drawn) | -4% |
| C=CCOc1cc(C)nc(-c2ccccc2O)n1 | 6% |
| Nc1nc(Nc2ccc(Cl)cc2)n[nH]1 | -5% |
| CCc1ccc(C(=O)CC2(O)C(=O)N(CN3CCOCC3)c3ccccc32)cc1 (stereo not drawn) | -5% |
| c1ccc(N2CCN(c3nc4ccccc4n4cnnc34)CC2)cc1 | 3% |
| O=C1Oc2ccccc2C2(O)C3CCCCCC3C12 (stereo not drawn) | -10% |
| CCOc1ccccc1N1CCN(C(=O)c2cc[n+]([O-])cc2)CC1 | -6% |
| Cc1ccc(CNC(=O)c2sccc2-n2cccc2)cc1 | 5% |
| CC1CN(C(=O)c2ccc3c(c2)OCO3)CC(C)O1 (stereo not drawn) | 5% |
| Cc1ccc(C(=O)NC23CCC4CC(CC(C4)C2)C3)cc1 | 3% |
| CN(C)CC(O)COc1ccc(C(C)(C)c2ccc(OCC(O)CN(C)C)cc2)cc1 (stereo not drawn) | -14% |
| O=C(NCc1cccs1)c1cc(-c2cccs2)on1 | -13% |
| CN1C(=O)/C(=C/c2ccc(-c3ccc(C(=O)O)cc3)o2)SC1=S | -5% |
| COC(=O)c1cn(C(=O)c2ccco2)c2ccccc12 | -21% |
| O=C(CSCc1ccc(Cl)cc1)Nc1ccc2c(c1)OCCO2 | -7% |
| COc1ccc(OC)c(C2C(C(C)=O)=C(O)C(=O)N2CCN2CCOCC2)c1 (stereo not drawn) | -14% |
| O=C(CN(Cc1ccc(F)cc1)S(=O)(=O)c1ccccc1)N1CCCCC1 | -18% |
| CCCCCOP(=O)(OCCCCC)C1(NS(=O)(=O)c2ccccc2)C=CC(=O)c2ccccc21 (stereo not drawn) | 0% |
| COc1ccc(Cl)cc1S(=O)(=O)N1CCN(C(=O)c2cc(OC)c(OC)c(OC)c2)CC1 | -13% |
| CN1CCN(CCOc2cccc(Cl)c2)CC1 | 7% |
| COc1ccc(S(=O)(=O)N(CC(=O)Nc2ccc(C(C)=O)cc2)c2ccc(C)cc2)cc1OC | -1% |
| COc1ccc(OCCSc2nnc(-c3ccc(OC)cc3)n2N)cc1 | 6% |
| CC(C)(C)OC(=O)N1CCC[C@H]1c1nnc(SCc2ccccc2F)o1 | -16% |
| CCN(CC)c1ccc(Nc2nc(-c3sc(C)nc3C)cs2)cc1 | 0% |
| COc1ccc(N2CCN(Cc3nc4c(c(=O)[nH]c(=O)n4C)n3CCCc3ccccc3)CC2)cc1 | -25% |
| CC(C)(C)NCc1ccccc1OCc1cccs1 | -3% |
| CCc1nc(SCC(=O)NCCc2ccccc2)c2oc3ccccc3c2n1 | -7% |
| Cn1cccc1C(=O)C(=O)Nc1ccc(Cl)cc1 | -2% |
| O=C(CSc1ccccn1)c1ccc(F)cc1 | -2% |
| Cc1c(N2C(=O)/C(=C3/C(=O)N(C)c4ccccc43)SC2=S)c(=O)n(-c2ccccc2)n1C | -8% |
| CCc1ccccc1N(C(=O)c1cccs1)C1C=CS(=O)(=O)C1 (stereo not drawn) | 11% |
| Cc1ccc(-c2nc(CSCC(=O)N3CCOCC3)c(C)o2)cc1 | 2% |
| CCc1ccc2[nH]c(=O)c(CN(CCN(C)C)C(=O)Nc3ccccc3)cc2c1 | -8% |
| CCC1(CC)Cc2ccccc2-c2nc(CN3CCOCC3)[nH]c(=O)c21 | 9% |
| Cc1cccc(CSc2nnc(-c3ccccn3)n2N)c1 | -27% |
| Cc1ccc(C)c(NC(=O)/C=C/c2ccc(Cl)cc2)c1 | -9% |
| Cn1c(SCc2cccnc2)nnc1-c1c[nH]c2ccccc12 | 1% |
| CCOCCCNC(=O)CN1C(=O)C(CC)Oc2ccccc21 (stereo not drawn) | -12% |
| CC(=O)N1CCN=C1SCc1ccccc1 | -4% |
| CC(C)c1ccc(/C=C(\NC(=O)c2ccccc2)C(=O)NC2CCS(=O)(=O)C2)cc1 (stereo not drawn) | 1% |
| CCN(CCN)c1ccc2c(=O)[nH][nH]c(=O)c2c1 | -4% |
| O=c1[nH]c(=O)n(-c2ccccc2Cl)c(O)c1C=C1C=CC=N1 | -1% |
| Clc1ccc(-c2nnn(Cc3nc4ccccc4s3)n2)cc1 | 5% |
| Cc1ccc(NC(=O)CSc2nc(NS(=O)(=O)c3ccccc3)cc(=O)[nH]2)cc1 | 3% |

Random excerpt: 5 compounds from above.
| molecule | EphA4 KYL inhibition |
| --- | --- |
| Cc1cccc(CSc2nnc(-c3ccccn3)n2N)c1 | -27% |
| CCCCCOP(=O)(OCCCCC)C1(NS(=O)(=O)c2ccccc2)C=CC(=O)c2ccccc21 (stereo not drawn) | 0% |
| CC(=O)N1CCN=C1SCc1ccccc1 | -4% |
| CCOCCCNC(=O)CN1C(=O)C(CC)Oc2ccccc21 (stereo not drawn) | -12% |
| CCC1(CC)Cc2ccccc2-c2nc(CN3CCOCC3)[nH]c(=O)c21 | 9% |

The listing continues:
| molecule | EphA4 KYL inhibition |
| --- | --- |
| CN(C)c1ccc(C2NCC(CCl)O2)cc1 (stereo not drawn) | -5% |
| CCOC(=O)C1CCCN(C(=O)c2cc(Cl)ccc2Cl)C1 (stereo not drawn) | -7% |
| CCN(C(=O)COC(=O)c1cnc(C)cn1)C1CCCCC1 | 8% |
| N#Cc1ccccc1Sc1ccccc1C(=O)Nc1ccccc1 | -4% |
| CC(C)c1ccc(/C=C(\NC(=O)c2ccccc2)C(=O)NCc2ccco2)cc1 | -8% |
| COc1cc(C=C2C(=O)N(C)C(=O)N(C)C2=O)ccc1OCCOc1ccc([N+](=O)[O-])cc1 | 6% |
| CNC(=O)c1cn(-c2ccccc2)c(=O)c2ccccc12 | -12% |
| CCCOC1(NC(=O)c2ccccc2)C(C)=CC(=O)C=C1C | -5% |
| CC(=O)Nc1c(O)nc(SCC(=O)Nc2c(C)cccc2C)[nH]c1=O | -1% |
| O=C(c1cc2nc(-c3ccccc3)cc(-c3ccccc3)n2n1)N1CCCC1 | -4% |
| Cc1cc(C)c2c(N)c3ccccc3nc2n1 | -10% |
| COc1cc(C(=O)Nc2ccc(S(=O)(=O)N3CCCCC3C)cc2)cc(OC)c1OC (stereo not drawn) | -8% |
| CCSC1=C(C#N)C(c2cccc(O)c2)CC(=O)N1 (stereo not drawn) | 3% |
| O=C(/C=C/c1cc(Br)cs1)Nc1ccccc1[N+](=O)[O-] | 0% |
| CCC1(O)c2ccccc2-c2ncccc21 (stereo not drawn) | -6% |
| COC(=O)c1[nH]c2ccc(C)cc2c1NC(=O)CN1CCN(Cc2ccccc2)CC1 | 10% |
| CCCOc1nc2c(c(=O)n(C)c(=O)n2C)n1CC | -15% |
| COCCCNC(=O)CCSc1ccc(Cl)cc1 | -5% |
| CCCCn1cnc2c1c(=O)n(CC(=O)c1cc(C)n(C)c1C)c(=O)n2CC(C)C | 0% |
| O=C(Nc1ccc(Cl)cc1C(F)(F)F)c1ccc(Cl)cc1 | -6% |
| COc1ccc(C2C(C#N)=C(N)Oc3cc(C)n(Cc4ccncc4)c(=O)c32)cc1 (stereo not drawn) | -11% |
| COc1ccc(-n2c(=S)[nH]c3cc(C(=O)NCCCN4CCCC4=O)ccc3c2=O)cc1OC | -3% |
| Nc1nc2n(n1)C(c1cccc(Cl)c1)CC(c1ccc(F)cc1)N2 (stereo not drawn) | -4% |
| COc1cccc(/C=N/N2C(=O)c3cccc4cccc(c34)C2=O)c1OC | -3% |
| O=c1c2[nH]c3ccc(F)cc3c2ncn1CCN1CCOCC1 | 2% |
| COC(=O)C1=C(C)N(C)C(C)=C(C(=O)OC)C1c1cccc(Br)c1 | 6% |
| COc1cccc(C2CC(c3ccc(Cl)cc3Cl)Nc3nc(N)nn32)c1 (stereo not drawn) | 4% |
| COC(=O)c1cc2ccccc2c(-c2c(OC)c(C(=O)OC)cc3ccccc23)c1OC | 6% |
| CCc1nc2c(n1O)CCc1nonc1-2 | -7% |
| O=C(CN1CCN(C2CCCCC2)CC1)c1c[nH]c2ccccc12 | -6% |

2 of the compounds above, as labelled records:
COc1cccc(/C=N/N2C(=O)c3cccc4cccc(c34)C2=O)c1OC
  EphA4 KYL inhibition: -3%

O=c1c2[nH]c3ccc(F)cc3c2ncn1CCN1CCOCC1
  EphA4 KYL inhibition: 2%

Next entries follow.
| molecule | EphA4 KYL inhibition |
| --- | --- |
| O=C(CCCN1C(=O)c2ccccc2C1=O)N1CCC(c2ccccc2)C1 (stereo not drawn) | -12% |
| Cc1cc(C2C(C#N)=C(N)Oc3n[nH]c(C)c32)c(C)s1 (stereo not drawn) | 6% |
| O=C1CC(c2ccco2)Cc2nc(Nc3nc(-c4ccccc4)c4ccccc4n3)ncc21 (stereo not drawn) | -3% |
| CC1=C(C)C(=O)N(CCC(=O)O)C1=O | 4% |
| CCCCP(=O)(CCCC)c1ccccc1C(=O)O | -2% |
| CCCC(C)C(=O)NCc1ccccc1OC (stereo not drawn) | -2% |
| Nc1nc2ccccc2n1/N=C/c1ccc(-c2ccccc2)o1 | -11% |
| O=C(CN1C(=O)NC(Cc2ccccc2)C1=O)Nc1ccc(F)cc1 (stereo not drawn) | -6% |
| CCOc1ccc(NC(=O)N(CCCN2CCOCC2)Cc2cccnc2)cc1 | 2% |
| Cc1nnc(SCCn2c(N3CCN(C)CC3)nc3c2c(=O)[nH]c(=O)n3C)s1 | -16% |
| c1ccc(-c2cc3c(N4CCOCC4)ncnc3s2)cc1 | 3% |
| CC1(C)Cc2nc3oc4c(N5CCOCC5)ncnc4c3cc2CO1 | -10% |
| O=S(=O)(Oc1ccc2ccccc2c1)c1ccc(F)cc1 | 9% |
| CN(C(=O)c1ccc2c(c1)C(=O)N(CCC1=CCCCC1)C2=O)C1CCCCC1 | 4% |
| CCOC(=O)c1c(NC(=O)CSc2nc3ccccc3o2)sc(C)c1C | 1% |
| O=C(c1ccc(Br)o1)N1CCN(Cc2ccc3c(c2)OCO3)CC1 | 1% |
| Cc1ccc(S(=O)(=O)N2CCN(C(=O)C3COc4ccccc4O3)CC2)cc1C (stereo not drawn) | 14% |
| NCCCCCc1nnc(SCc2cccc(Cl)c2)o1 | -5% |
| COc1ccc(NC(C)=O)c2nc(C)c(C)nc12 | 4% |
| COc1ccc(N(Cc2cc3cccc(C)c3[nH]c2=O)S(C)(=O)=O)cc1 | -9% |
| COC(=O)C1CCN(C(=O)c2sc3nc(-c4ccccc4)cn3c2C)CC1 | -16% |
| Cc1cc(C(=O)OCC(=O)N2CCCC2)c2ccccc2n1 | 0% |
| COc1ccccc1OCc1cc(C(=O)O)oc1C | -5% |
| CC1CN(Cc2ccccc2)c2nc3c(c(=O)n(C)c(=O)n3C)n2C1 (stereo not drawn) | -7% |
| C=CCc1cccc2cc(C(=O)Nc3ccc(CC)cc3)c(=O)oc12 | -5% |
| CS(=O)(=O)N(Cc1ccc(Cl)cc1)c1ccc(C(=O)Nc2cccc(C(F)(F)F)c2)cc1 | 3% |
| Cc1[nH]c(=O)cc2ccccc12 | 5% |
| COc1ccc(CNC(=O)CSc2nc3ccccc3[nH]2)cc1 | -15% |
| CCOc1ccc(NC(=S)NC(=O)c2cccs2)c([N+](=O)[O-])c1 | 9% |
| COC(=O)c1c(C)oc2cc(Br)c(OC)cc12 | -1% |

Some of these compounds in order of their number in EphA4 KYL inhibition, lowest first:
| molecule | EphA4 KYL inhibition |
| --- | --- |
| NCCCCCc1nnc(SCc2cccc(Cl)c2)o1 | -5% |
| CS(=O)(=O)N(Cc1ccc(Cl)cc1)c1ccc(C(=O)Nc2cccc(C(F)(F)F)c2)cc1 | 3% |
| COc1ccc(NC(C)=O)c2nc(C)c(C)nc12 | 4% |

New compounds follow.
| molecule | EphA4 KYL inhibition |
| --- | --- |
| CCCN1CCCc2cc(CN(CCCN3CCOCC3)C(=O)Nc3ccc(OCC)cc3)ccc21 | 6% |
| O=C(CN1CCN(Cc2cccc(Cl)c2)C1=O)NCc1ccccn1 | 6% |
| c1coc(CNc2c3c(nc4ncnn24)CCCC3)c1 | -3% |
| CCOc1ccc2c(c1)C(C)=CC(C)(C)N2C(=O)CN1C(=O)CCC1=O | 0% |
| CC(C)=CC(=O)OCC(=O)Nc1ccc(F)cc1Cl | -1% |
| O=C(NC(NC(=S)Nc1cccc(Cl)c1)C(Cl)(Cl)Cl)OCc1ccccc1 (stereo not drawn) | -4% |
| Cc1ccc2c(c1)N(CC(=O)N1CCc3ccccc3C1)C(=O)CO2 | -26% |
| NC(=O)Cc1c[nH]c2cccc(O)c12 | -2% |
| COc1cc(/C=N/N2C(=O)C3C4C=CC(C4)C3C2=O)cc(I)c1OC (stereo not drawn) | -12% |
| CCOC(=O)N1CCN(CC(O)COCC2=CCC3CC2C3(C)C)CC1 (stereo not drawn) | 4% |
| CCCCC(=O)Nc1ccc(C(=O)Nc2cccnc2)cc1 | 2% |
| O=C(N/N=C/c1ccccc1F)c1csc2c1CCCC2 | -7% |
| CC1(C)N=C2C(=[N+]1[O-])CCC/C2=N\O | -7% |
| CCn1c(SCC(=O)N/N=C/C=C\c2ccccc2[N+](=O)[O-])nnc1-c1ccccc1 | -3% |
